Bioassay records from PubChem.
proKLK7 act – proKLK7 zymogen activators, primary screen, biochemical, fluorescence intensity; AID 652039, 2013; hit rate 0.9% among 370,000; activation, % at 7 µM; purified proKLK7, EDANS-DABCYL substrate fluorescence; 100% is mature enzyme control, 0% vehicle; Kallikrein-7 (Homo sapiens), P49862;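 active means activation above the mean of all tested compounds plus 3 SD, computed per campaign excluding outliers beyond control limits, cut at about 13% in these data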
Target sequence (P49862 whole entry, looked up): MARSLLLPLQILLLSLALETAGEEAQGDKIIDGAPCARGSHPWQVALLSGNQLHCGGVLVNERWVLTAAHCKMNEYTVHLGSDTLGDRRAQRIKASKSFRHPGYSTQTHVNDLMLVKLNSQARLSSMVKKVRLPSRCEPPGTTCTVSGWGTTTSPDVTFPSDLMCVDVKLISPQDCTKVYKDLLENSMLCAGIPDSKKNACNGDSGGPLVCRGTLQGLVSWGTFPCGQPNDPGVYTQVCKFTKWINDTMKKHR
TDP2 inh – human TDP2 enzyme inhibitors, primary screen, biochemical, epi absorbance, recombinant enzyme | Tyrosyl-DNA phosphodiesterase 2 (Homo sapiens), O95551 | T5PNP hydrolysis, p-nitrophenol absorbance 415 nm | inhibition, % at 12.8 µM | hit rate 0.34% among 370,000;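 active means inhibition above the mean of all tested compounds plus 3 SD, set per campaign, cut at about 25% in these data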;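 further: 0% = DMSO with enzyme and 100% = buffer with substrate but no TDP2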
Target sequence (O95551 whole entry, looked up): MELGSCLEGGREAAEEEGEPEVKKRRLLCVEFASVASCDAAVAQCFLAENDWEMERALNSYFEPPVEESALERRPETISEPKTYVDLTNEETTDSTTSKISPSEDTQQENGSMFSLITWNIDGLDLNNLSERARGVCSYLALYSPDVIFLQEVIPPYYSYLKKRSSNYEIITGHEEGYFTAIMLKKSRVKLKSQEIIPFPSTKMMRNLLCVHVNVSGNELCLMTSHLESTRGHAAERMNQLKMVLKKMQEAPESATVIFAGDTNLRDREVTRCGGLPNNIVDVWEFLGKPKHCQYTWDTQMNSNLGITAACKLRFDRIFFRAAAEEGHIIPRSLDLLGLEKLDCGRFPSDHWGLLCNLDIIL
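Material: recombinant human TDP2; quantity: TDP2 enzyme at 120 nM final; medium: Tris-HCl pH 7.5 with MgCl2; compound: single concentration, 12.8 µM nominal, with 1% DMSO; incubation: 2 h enzyme incubation at 37 °C; signal: epi absorbance; measure: percent inhibition; benchmarks: high control without enzyme, low control DMSO plus TDP2; repeats: singlicate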
ARFGAP1 inhibitor – inhibitors of rat ARFGAP1 GAP activity, primary screen, biochemical, fluorescence polarization, GDP tracer; ADP-ribosylation factor GTPase-activating protein 1 (Rattus norvegicus), Q62848; Arfgap1-stimulated ARF1 GTP hydrolysis, GDP FP detection; inhibition, % at 16.5 µM; hit rate 0.26% among 360,000;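 active means inhibition above a per-plate limit, mean inhibition of low control wells plus 3 SD, cut at about 25% in these data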;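 further: 0% = DMSO wells with enzyme and 100% = wells lacking Arfgap1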
Target sequence (Q62848 1-136 limits assumed): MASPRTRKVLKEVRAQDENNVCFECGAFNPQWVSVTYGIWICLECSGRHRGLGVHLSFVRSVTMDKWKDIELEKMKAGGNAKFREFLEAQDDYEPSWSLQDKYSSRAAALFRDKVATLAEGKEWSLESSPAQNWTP
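Material: rat Arfgap1 GAP domain (His6, aa 1-136), purified enzyme. Also added: human ARF1(Δ1-17)-GTP substrate. Compound dosing: 16.5 µM single point, 1.26% DMSO. Timing: enzyme reaction 120 min at 25 °C after 20 min preincubation. Signal: GDP detection by fluorescence polarization. Read-out basis: percent inhibition of GAP-stimulated GDP formation, scaled between DMSO and no-Arfgap1 medians.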
LEDGF integ inh – blockers of LEDGF/p75-dependent integrase strand transfer – biochemical, TR-FRET, high throughput, primary screen; HIV-1 integrase (with human LEDGF/p75); TR-FRET IN-LEDGF/p75 DNA integration, Eu/Cy5; inhibition, % at 3.7 µM; hit rate 0.64% among 370,000;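 active means inhibition above the screen-wide mean plus 3 SD, cut at about 13% in these data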;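 further: signal is the Cy5 over europium emission ratio at 671 and 618 nm; 0% = plate median of compound wells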
ASAP1 inh – inhibitors of human ASAP1 ArfGAP activity, primary screen, biochemical, fluorescence polarization; hit rate 0.19% among 360,000; ASAP1-stimulated ARF1 GTP hydrolysis, GDP FP detection; Arf-GAP with SH3 domain, ANK repeat and PH domain-containing protein 1 (Homo sapiens), …; inhibition, % at 16.5 µM; AID 624377, 2012; in the data active means inhibition above about 25%;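 further: 0% = vehicle with enzyme and substrate and 100% = no enzyme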
DDE Tn7 FP inh – inhibitors of Tn7 peptide binding to fibrin DD(E), primary screen, biochemical, fluorescence polarization, human fibrin, Tn7 probe; Fibrinogen beta chain (Homo sapiens), P02675; FP displacement of FITC-Tn7 peptide from fibrin DD(E); 0% = median of compound wells per plate; inhibition, % at 8.3 µM; hit rate 0.13% among 370,000; AID 720508, 2013;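 active means inhibition above the mean of compounds falling within the control limits plus 3 SD of them, cut at about 14% in these data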;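 further: 0% = plate median of compound wells and 100% = 10 µM Aha-Tn7 peptide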
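Assay system: human fibrin DD(E) protein / Input: 2 µM fibrin DD(E) / Benchmarks: high control of 10 µM Aha-Tn7 peptide / Measured by: fluorescence polarization of the labelled Tn7 tracer / Medium: Tris buffer with calcium and detergent, pH 7.8 / Timing: 10 min compound pre-incubation, 3 h probe incubation at room temperature / Repeats: one replicate per compound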
DDE Tn6 FP inh – inhibitors of Tn6 peptide binding to fibrin DD(E), primary screen, biochemical, fluorescence polarization, human fibrin, Tn6 probe | Fibrinogen beta chain (Homo sapiens), P02675 | hit rate 0.21% among 370,000 | Fibrin DD(E) TRITC-Tn6 fluorescence polarization displacement | AID 720509, 2013 | inhibition, % at 8.3 µM;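 active means inhibition above a per-campaign cutoff: mean of compounds within control limits plus 3 SD, cut at about 15% in these data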;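 further: 0% = median of all compound wells on the plate and 100% = blocking peptide control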
ADAM10 inh – human ADAM10 inhibitors, primary screen, biochemical, QFRET, HTS. hit rate 0.62% among 370,000. inhibition, % at 7 µM. recombinant ADAM10, EDANS/DABCYL FRET peptide cleavage, 3 h. Disintegrin and metalloproteinase domain-containing protein 10 (Homo sapiens), O14672;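 active means inhibition above a per-campaign cutoff equal to the mean of compounds falling between control-based bounds plus 3 SD, cut at about 20% in these data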;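 further: 0% = DMSO wells while the 100% control is not disclosed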
ADAM17 inh – ADAM17 inhibitors, primary screen, biochemical, QFRET. AID 720648, 2013. recombinant ADAM17, EDANS/DABCYL FRET peptide cleavage. hit rate 0.83% among 370,000. inhibition, % at 6.95 µM. Disintegrin and metalloproteinase domain-containing protein 17 (Homo sapiens), P78536;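 active means inhibition above the mean of compounds lying between control limits plus 3 SD, set per campaign, cut at about 8.5% in these data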;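 further: 0% = DMSO-only wells as the low control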
PLCg1 inh – PLC-gamma1 enzyme inhibitors, primary screen, biochemical, fluorescence, purified enzyme. fluorogenic substrate. inhibition, % at 12.2 µM. hit rate 0.84% among 370,000. AID 720700, 2013; in the data active means inhibition above about 9.5%
The depositor's hits bear a star; i = inactive; nt = not tested or not shown.

item	molecule	proKLK7 act	TDP2 inh	ARFGAP1 inhibitor	LEDGF integ inh	ASAP1 inh
1	Cc1ccc2c(c1)C(C)CC(C)(C)N2C(=O)CN1CCN(C)CC1 (configuration not stated)	0.3	3	2	-8	2
2	Cc1ccc(NC(=O)C(C)N2C(=O)C3CC=C(Cl)CC3C2=O)cc1 (configuration not stated)	0.1	7	7	-4	2
3	CCc1cccc(OCC(=O)Nc2ccc(S(=O)(=O)Nc3ccccn3)cc2)c1	0.6	3	-4	3	-2
4	COC(CN(C(=O)CCl)C(C(=O)NC1CCCCC1)c1ccccc1C)OC (configuration not stated)	-0.7	-1	1	1	-1
5	COc1ccc2cc3cc(C(=O)NC4CC4)sc3nc2c1	12	-5	10	-5	-13
6	COC(=O)CNc1nc(-c2cccnc2)nc2ccccc12	-1.4	-1	4	-4	11
7	Cc1cccnc1NC(=O)c1ccc(S(=O)(=O)N2CCCC2)cc1	0.2	14	1	1	-1
8	CCC(C(=O)OCC(=O)N(CC)c1c(N)n(Cc2ccccc2)c(=O)[nH]c1=O)c1ccccc1 (configuration not stated)	-0.3	0	4	2	-7
9	CC(C)(C)n1nnnc1C(c1cc2ccccc2o1)N(CCC#N)Cc1ccccc1 (configuration not stated)	0.6	2	2	-5	-12
10	C(=N\Nc1ccc2ccccc2n1)/c1ccc2c(c1)OCCO2	-0.4	5	12	6	2
11	CC1(C)Cc2c(sc(NC(=O)c3ccco3)c2C#N)CO1	0.3	7	17	1	-6
12	COc1ccc(S(=O)(=O)N2CCCCC2)cc1NC(=O)c1ccc2c(c1)OCO2	0.1	4	11	-2	8
13	CCOCCCNC(=O)C1CCN(S(=O)(=O)c2c(C)noc2/C=C\c2ccc(OC)cc2)CC1	0.1	-6	-6	1	14
14	Cc1c(NC(=S)N/N=C/c2ccc(O)cc2)c(=O)n(-c2ccccc2)n1C	-4.8	6	-6	1	-6
15	O=C(NNC(=O)C1CCN(S(=O)(=O)c2ccc(Cl)cc2)CC1)c1ccncc1	-0.4	1	-10	3	-6

item	DDE Tn7 FP inh	DDE Tn6 FP inh	ADAM10 inh	ADAM17 inh	PLCg1 inh
1	-4	3	-7	-4	2
2	4	-2	-5	-2	-2
3	13	5	-13	-6	-8
4	10	7	-4	-2	2
5	0	-6	i	-304	-109
6	9	3	-11	-5	-15
7	-1	-4	-9	-6	2
8	-3	-5	7	-2	-1
9	2	-9	7	1	-1
10	2	5	-29	-8	-32
11	-5	0	9	3	-3
12	0	3	-6	-3	0
13	-1	0	6	1	-1
14	1	-4	-3	-4	1
15	4	4	-1	2	1

Complete entries from above. Values in the order: proKLK7 act, TDP2 inh, ARFGAP1 inhibitor, LEDGF integ inh, ASAP1 inh, DDE Tn7 FP inh, DDE Tn6 FP inh, ADAM10 inh, ADAM17 inh, PLCg1 inh
Entry for COC(CN(C(=O)CCl)C(C(=O)NC1CCCCC1)c1ccccc1C)OC (configuration not stated) → -0.7, -1, 1, 1, -1, 10, 7, -4, -2, 2
Entry for CCC(C(=O)OCC(=O)N(CC)c1c(N)n(Cc2ccccc2)c(=O)[nH]c1=O)c1ccccc1 (configuration not stated) → -0.3, 0, 4, 2, -7, -3, -5, 7, -2, -1
Entry for COC(=O)CNc1nc(-c2cccnc2)nc2ccccc12 → -1.4, -1, 4, -4, 11, 9, 3, -11, -5, -15
Entry for Cc1ccc(NC(=O)C(C)N2C(=O)C3CC=C(Cl)CC3C2=O)cc1 (configuration not stated) → 0.1, 7, 7, -4, 2, 4, -2, -5, -2, -2
Entry for Cc1cccnc1NC(=O)c1ccc(S(=O)(=O)N2CCCC2)cc1 → 0.2, 14, 1, 1, -1, -1, -4, -9, -6, 2

Continuation.
item	molecule	proKLK7 act	TDP2 inh	ARFGAP1 inhibitor	LEDGF integ inh	ASAP1 inh
16	C/C(=C\c1cccc(Cl)c1)C(=O)c1c(C)cc(C)[nH]c1=O	0.3	2	19	-1	20
17	CCS(=O)(=O)n1nc(-c2ccccc2)nc1SC	0.2	-5	18	0	-4
18	CCC[C@H]1[C@@H](OC(=O)Oc2ccc([N+](=O)[O-])cc2)CC[C@@]23CCCN2C(=O)CCC[C@@H]13	nt	7	nt	2	nt
19	O=C(CCCCCn1c(=S)[nH]c2cc3c(cc2c1=O)OCO3)N1CCN(c2ccccc2)CC1	0.0	-3	1	-2	15
20	Cc1ccc(-c2csc3n[nH]c(=S)n23)cc1	0.3	-5	-7	-5	-17
21	COC(=O)C1=C(C)N(Cc2ccccc2C(F)(F)F)C(=NCc2ccc(OC)cc2)NC1c1cccc(C(F)(F)F)c1 (configuration not stated)	-0.1	-5	11	-2	0
22	CC1=Nn2c(nnc2-c2cccs2)SC1	-0.9	-2	7	0	3
23	Cc1c(C(=O)O)sc2nc3n(c(=O)c12)CCCCC3	-0.5	-5	8	6	11
24	O=C(O)c1ccc2cc(-c3ccccc3)[nH]c2c1	11	1	1	0	-8
25	CC(=O)Nc1ccc(N2CCN(Cc3ccccc3)CC2)cc1	0.4	0	3	-3	-4
26	O=C(NCc1cccnc1)c1cc(C2CCCCN2C(=O)OCc2ccccc2)on1 (configuration not stated)	-0.6	-5	-11	0	1
27	Cc1[nH]nc(N2CCCCCC2)c1[N+](=O)[O-]	0.2	12	-3	2	-9
28	O=S(=O)(c1ccc(Br)cc1)N1CCCc2ccccc21	-0.1	-3	3	1	-2
29	O=C(Nc1ccc(Cc2ccncc2)cc1)C1CCC(N2C(=O)C3C4C=CC(C5CC45)C3C2=O)CC1 (configuration not stated)	1.3	-5	3	-1	5
30	CCN(CC)C(=O)c1cccc(-c2csc(C(O)c3cccc(Cl)c3)n2)c1 (configuration not stated)	-1.8	-7	2	-3	5

item	DDE Tn7 FP inh	DDE Tn6 FP inh	ADAM10 inh	ADAM17 inh	PLCg1 inh
16	-8	-1	-2	-5	0
17	-1	-12	6	-7	1
18	4	2	-2	-2	2
19	-3	-11	4	-2	4
20	-1	-9	5	-2	5
21	5	-6	3	1	3
22	-6	-11	2	2	1
23	-3	-6	11	5	4
24	2	-1	i	i	-210
25	-10	-1	1	-7	-2
26	2	2	-3	-6	1
27	-7	7	-4	-5	2
28	1	-4	4	3	-1
29	3	-3	-15	-4	3
30	6	3	8	0	-23

Additional compounds follow:
item	molecule	proKLK7 act	TDP2 inh	ARFGAP1 inhibitor	LEDGF integ inh	ASAP1 inh
31	COc1ccc2c(CC(=O)OCC(=O)c3ccc(F)cc3)coc2c1	-1.3	6	7	-2	10
32	CC(=O)N=C1SC2CS(=O)(=O)CC2N1c1c(Cl)cccc1Cl (configuration not stated)	-0.3	0	-3	-2	-4
33	Cn1c(CNS(=O)(=O)c2cccc(Cl)c2)cc(=O)n(C)c1=O	0.8	-3	2	-8	-12
34	CC(C)NC(=O)CSCc1ccccc1Cl	0.1	-4	8	-1	3
35	NS(=O)(=O)c1ccc(CNS(=O)(=O)c2cc(Cl)ccc2Cl)cc1	0.1	2	-12	0	1
36	Cc1c(C(=O)NCCSCc2ccccc2Cl)cccc1[N+](=O)[O-]	-0.2	-2	0	-2	4
37	COc1cccc(Nc2nc(C(C)N)cs2)n1 (configuration not stated)	0.5	11	-3	9	-8
38	O=C(N/N=C/c1ccc2c(c1)OCO2)c1ccc2c(c1)OCO2	1.1	0	16	-3	4
39	CCCOc1ccc(F)cc1-c1cc(C(=O)Nc2cc(OC)c(OC)c(OC)c2)[nH]n1	0.2	-9	10	-5	4
40	CN(C(=O)COC(=O)c1cc(S(=O)(=O)N2CCCCC2)ccc1Cl)c1ccccc1	-1.1	-2	11	2	13
41	CCCCc1nnc(SCc2ccc(OCC)cc2)n1N	-0.3	9	-4	0	10
42	O=C1OCc2cccc3cccc1c23	-10	2	8	7	5

item	DDE Tn7 FP inh	DDE Tn6 FP inh	ADAM10 inh	ADAM17 inh	PLCg1 inh
31	5	-4	-12	-7	-10
32	8	2	8	-1	1
33	1	2	11	0	-1
34	-1	-4	10	-7	-1
35	1	5	-4	-2	3
36	-5	1	3	-4	0
37	7	5	-16	-1	2
38	1	12	-13	2	-10
39	-2	-15	-6	3	2
40	-1	-7	-1	1	1
41	4	0	-1	-5	0
42	2	6	i	-420	-214
